Bioassay records deposited in PubChem BioAssay by several laboratories.
FBA Mtb inh = inhibitors of M. tuberculosis fructose-bisphosphate aldolase; inhibition, % at 1 µM; P9WQA3; purified M. tuberculosis FBA, fluorescence read-out; 360,000 tested, 2.3% active; AID 588726; in the data active = inhibition above about 27%;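 note: 0% = vehicle and 100% = reference inhibitor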
BH1578 lux ind = inducers of Vibrio cholerae quorum light production without autoinducers. V. cholerae BH1578 lux reporter, luminescence, 6 h. activation, % at 18.7 µM. 350,000 tested, 0.16% active; in the data active = activation mostly above about 9.7%, no sharp cut-off; note: not every result past the cut was called active; inactives centre near 0; reference of the scale not given here
GDH-TPI counter = counter-screen for M. tuberculosis FBA inhibitors: GDH-TPI coupled enzymes. inhibition, % at 4.8 µM. 360,000 tested, 1.2% active. AID 588335. GDH-TPI coupled enzyme counterscreen, NADH absorbance; in the data active = inhibition above about 30%;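 note: 0% = DMSO wells and 100% = wells lacking the enzyme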
UGM FP inh = Mtb UDP-galactopyranose mutase inhibition; inhibition, % at 10 µM; 320,000 tested, 0.06% active; purified UGM, fluorescence polarization probe displacement; P9WIQ1; in the data active = inhibition above about 10%, passing the limit was not always enough
Target sequence (P9WIQ1 whole entry, looked up): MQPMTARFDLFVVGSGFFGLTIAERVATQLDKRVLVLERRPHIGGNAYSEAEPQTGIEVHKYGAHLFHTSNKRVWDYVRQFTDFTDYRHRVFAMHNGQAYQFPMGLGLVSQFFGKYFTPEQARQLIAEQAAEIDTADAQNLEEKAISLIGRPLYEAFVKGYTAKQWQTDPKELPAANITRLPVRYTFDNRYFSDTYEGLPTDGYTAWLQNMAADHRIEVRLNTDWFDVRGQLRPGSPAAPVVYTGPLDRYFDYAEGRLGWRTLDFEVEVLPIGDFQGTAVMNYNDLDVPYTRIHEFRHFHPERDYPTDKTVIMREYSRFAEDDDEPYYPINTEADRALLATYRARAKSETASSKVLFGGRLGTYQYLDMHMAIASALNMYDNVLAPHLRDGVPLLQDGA
Rv3671c inh = inhibits the M. tuberculosis serine protease Rv3671c; 320,000 tested, 0.048% active; inhibition, % at 5.96 µM; P9WHR9; in the data active = inhibition above about 38%;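 note: extracellular domain of Rv3671c used as enzyme; 0% = enzyme with DMSO and 100% = no enzyme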
Target sequence (P9WHR9 whole entry, looked up, the tested form may be a part): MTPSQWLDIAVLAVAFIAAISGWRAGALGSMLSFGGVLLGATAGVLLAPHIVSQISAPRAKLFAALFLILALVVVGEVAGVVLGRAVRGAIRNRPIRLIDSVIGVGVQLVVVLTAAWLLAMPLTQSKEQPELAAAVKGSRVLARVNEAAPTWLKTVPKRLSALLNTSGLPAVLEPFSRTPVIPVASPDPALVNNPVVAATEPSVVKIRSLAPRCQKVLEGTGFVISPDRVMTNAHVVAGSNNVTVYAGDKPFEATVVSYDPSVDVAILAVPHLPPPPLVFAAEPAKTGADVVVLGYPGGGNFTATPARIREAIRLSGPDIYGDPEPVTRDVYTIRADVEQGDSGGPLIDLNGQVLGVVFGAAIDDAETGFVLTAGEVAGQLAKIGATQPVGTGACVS
DUSP3 inh = DUSP3 (human) phosphatase inhibition | inhibition, % at 13.3 µM | 290,000 tested, 0.52% active | recombinant VHR phosphatase, pNPP absorbance; in the data active = inhibition above about 50%; note: some compounds called inactive have numbers as strong as hits
Mtb BioA inh = BioA (M. tuberculosis) enzyme inhibition. purified M. tuberculosis BioA enzyme, plate reader. AID 602481. 360,000 tested, 0.096% active. inhibition, % at 9.99 µM; in the data active = inhibition above about 40%
SARS 3CLpro inh = SARS-CoV 3CLpro protease inhibition | AID 1706 | P0C6X7 | 290,000 tested, 0.14% active | recombinant SARS-CoV 3CLpro, quenched FRET peptide cleavage | inhibition, % at 6 µM; in the data active = inhibition above about 12%
SSB-PriA inh = K. pneumoniae PriA-SSBct interaction inhibition; AlphaScreen SSBct-PriA binding, biotinylated peptide; inhibition, % at 33 µM; 430,000 tested, 0.6% active; in the data active = inhibition mostly above about 37%, no sharp cut-off; inactive = mostly below about 20%;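 note: plate controls were negative control peptide for no effect and reference peptide for full effect; strong numbers were not always called active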
MazF activator = activators of E. coli MazEF toxin-antitoxin RNase | FAM/BHQ RNA-DNA oligo cleavage fluorescence, 5 h | activation, % at 20 µM | 350,000 tested, 0.32% active; in the data active = activation above about 50%
Target sequence (P0AE70 whole entry, looked up): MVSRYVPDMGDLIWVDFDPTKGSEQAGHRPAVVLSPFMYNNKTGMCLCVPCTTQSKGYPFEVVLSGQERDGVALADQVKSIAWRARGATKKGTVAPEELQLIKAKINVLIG
Numbers without * were called inactive; i = inactive; · = not tested or not shown; + = active, no number; & = joins results of further samples. Some of the compounds tested. The share of hits here may be higher or lower than overall.

1	O=C(NCC1(N2CCCCC2)CCCCC1)c1ccc(NS(=O)(=O)c2ccc(F)cc2)cc1
2	COc1ccc(CN(C)C(=O)c2ccc(NS(=O)(=O)c3ccc(F)cc3)cc2)c(OC)c1OC
3	Cc1cc(NS(=O)(=O)c2ccc(CC(C)C)cc2)no1
4	CC(=O)Nc1ccc(NC(=O)CN(c2ccc([N+](=O)[O-])cc2)S(=O)(=O)c2ccccc2)cc1
5	COc1cc(NS(=O)(=O)c2ccc(F)cc2)c(C(=O)O)cc1OC
6	O=C(CSc1nc2ccccc2o1)N1c2ccccc2Sc2ccccc21
7	COc1ccc(CNc2ncc(-c3ccccc3)n2C)c(OC)c1OC
8	CCC(NS(=O)(=O)c1cn(C)nc1C)c1ccccc1 (centres undefined)

screen / no.,1,2,3,4,5,6,7,8
FBA Mtb inh,-1,-1,2,-3,5,0,2,0
BH1578 lux ind,i,-14,-1.4,i,-3.6,-0.3,-0.4,-0.3
GDH-TPI counter,4,-13,-1,-8,-3,10,-1,0
UGM FP inh,4.4,2.6,-4.6,-2.1,1.7,0.6,0.9,-1.4
Rv3671c inh,-7,1,-7,-1,-1,-11,-1,4
DUSP3 inh,·,10,4,35,7,8,15,23
Mtb BioA inh,·,12,-1.4,3.6,-2.0,-0.7,2.4,1.1
SARS 3CLpro inh,·,1,-1,-2,-2,2,-8,2
SSB-PriA inh,-2,2,-8,14,-7,-7,-7,-1
MazF activator,3,3,-5,-73,0,2,6,8

2 compounds from above, limited to FBA Mtb inh, Mtb BioA inh and BH1578 lux ind.
| No. | molecule | FBA Mtb inh | Mtb BioA inh | BH1578 lux ind |
| --- | --- | --- | --- | --- |
| 6 | O=C(CSc1nc2ccccc2o1)N1c2ccccc2Sc2ccccc21 | 0 | -0.7 | -0.3 |
| 7 | COc1ccc(CNc2ncc(-c3ccccc3)n2C)c(OC)c1OC | 2 | 2.4 | -0.4 |

Later entries.
9	CCCCCOc1ccc(N2C(=O)C3C4C=CC(C3C2=O)N(C)C4=O)cc1 (centres undefined)
10	Cc1cccc(C)c1NC(=O)CCCSc1nnc(-c2ccc(Cl)cc2)n1-c1ccccc1
11	Cc1c(CCC(=O)O)c(=O)n2c([nH]c3ccccc32)c1C#N
12	Cc1ccc(C(CNC(=O)Nc2ccccc2)N2CCN(C)CC2)cc1 (centres undefined)
13	CCOC(=O)c1c(-c2ccccc2)oc2ccc(OC)cc12
14	O=C(CNC(=O)OCc1ccccc1)NC1CCCCCCC1
15	CCOC(=O)c1cc(-c2ccco2)nn1-c1ccc(C)cc1
16	CC(C)NC(=O)N(C)C[C@H]1OCc2cnnn2CCCC(=O)N([C@H](C)CO)C[C@H]1C

screen / no.,9,10,11,12,13,14,15,16
FBA Mtb inh,-5,1,+,1,24,4,1,2
BH1578 lux ind,-0.6,0.0,-0.2,i,-7.1,i,-0.7,-3.1
GDH-TPI counter,-5,2,9,-3,3,4,-1,5
UGM FP inh,-1.2,-1.7,-0.1,2.4,-2.6,-1.4,0.3,·
Rv3671c inh,-2,-9,7,-11,1,-8,-8,·
DUSP3 inh,-5,4,28,-4,25,-1,-14,·
Mtb BioA inh,-0.3,·,-0.9,1.0,-1.3,0.5,·,-1.1&-1.6&-2.8
SARS 3CLpro inh,3,7,6,-5,3,-6,1,·
SSB-PriA inh,-6,-3,-16,-9,-100,-12,-4,·
MazF activator,3,5,3,0,-5,-5,3,1

17	Cc1ccc(NC(=O)Cc2ncc(C(F)(F)F)cc2Cl)cc1Cl
18	Cc1ccc(NC(=O)CN(C)C(=O)CSc2ncc(C(F)(F)F)cc2Cl)cc1
19	CCCOC(=O)CSc1nnc(-c2cc(OC)c(OC)c(OC)c2)o1
20	COC(=O)c1ccccc1NC(=O)c1cnn2cccnc12
21	CCOC(=O)/C=C1\SCC(=O)N1CC(=O)NC12CC3CC(CC(C3)C1)C2
22	O=C(O)c1cc(OCc2ccccc2)cc(OCc2ccccc2)c1
23	O=C(NC1CCCCC1)C1Cc2ccccc2CN1S(=O)(=O)c1ccc(F)cc1 (centres undefined)
24	COC(=O)c1ccc(OCC2c3cc(OC)c(OC)cc3CCN2C(=O)c2ccco2)cc1 (centres undefined)

screen / no.,17,18,19,20,21,22,23,24
FBA Mtb inh,-1,4,-1,3,6,3,4,-2
BH1578 lux ind,i,3.4,·,1.3,i,i,-0.7,i
GDH-TPI counter,5,1,-1,8,-5,4,-2,-4
UGM FP inh,3.8,0.0,-0.1,-1.7,-0.4,3.5,1.1,1.2
Rv3671c inh,0,8,-9,3,-1,-6,-12,6
DUSP3 inh,-1,2,11,32,-10,27,9,-4
Mtb BioA inh,-2.2,·,2.3,-0.7,11,3.4,0.5,·
SARS 3CLpro inh,7,-1,10,2,-1,5,0,2
SSB-PriA inh,-18,9,-22,-13,-11,7,-4,-11
MazF activator,2,-1,-9,9,4,0,6,-14

25	CC(Sc1nnc(Cc2ccccc2)o1)C(=O)Nc1ccccc1[N+](=O)[O-] (centres undefined)
26	COc1ccc(C(=O)CNc2ccccc2C#N)cc1
27	CN(C)c1ccc(C(=S)N2CCN(C(=S)Nc3cccc4ccccc34)CC2)cc1
28	Cc1ccc(C(=O)N2CCCC(CCC(=O)N3CCN(c4ccccn4)CC3)C2)s1 (centres undefined)
29	Cc1ccc(CNC(=O)COc2ccccc2-c2ccccc2)cc1
30	CN1CCCN(C(=O)CC2(CC(=O)O)CCCC2)CC1
31	Cc1cnc(NC(=O)CCNC(=O)c2ccc([N+](=O)[O-])cc2)s1
32	CCOc1ccc(N2CC(C(=O)Nc3ccc4c(c3)OCCO4)CC2=O)cc1 (centres undefined)

screen / no.,25,26,27,28,29,30,31,32
FBA Mtb inh,0,1,8,3,5,3,1,2
BH1578 lux ind,0.0,-0.1,1.1,1.5,-0.6,i,-0.1,1.2
GDH-TPI counter,3,6,2,-3,4,4,-4,3
UGM FP inh,1.9,0.4,1.0,0.8,1.1,1.5,-1.2,0.0
Rv3671c inh,-14,7,2,-1,-12,5,6,1
DUSP3 inh,·,18,6,30,-7,5,6,-11
Mtb BioA inh,2.1,-2.2,·,·,-1.7,-1.6,·,0.9
SARS 3CLpro inh,·,-7,-3,3,1,9,3,6
SSB-PriA inh,-4,-12,9,-15,-11,-2,0,1
MazF activator,1,-2,11,-10,-10,-11,7,7

Among those listed so far, these contain two or more sulfur atoms:
6	O=C(CSc1nc2ccccc2o1)N1c2ccccc2Sc2ccccc21
27	CN(C)c1ccc(C(=S)N2CCN(C(=S)Nc3cccc4ccccc34)CC2)cc1

screen / no.,6,27
FBA Mtb inh,0,8
BH1578 lux ind,-0.3,1.1
GDH-TPI counter,10,2
UGM FP inh,0.6,1.0
Rv3671c inh,-11,2
DUSP3 inh,8,6
Mtb BioA inh,-0.7,·
SARS 3CLpro inh,2,-3
SSB-PriA inh,-7,9
MazF activator,2,11

Screen by screen, from the results shown:
Entries 25 to 32 in Rv3671c inh, in turn: -14, 7, 2, -1, -12, 5, 6, 1

Going on with the list.
33	COc1ccc(C(CNC(=O)c2cc3ccccc3o2)N2CCCCC2)cc1 (centres undefined)
34	CCn1c(SCc2nc(N)nc(N3CCCCC3)n2)nc2c1c(=O)n(C)c(=O)n2C
35	CN(C)c1ccc(/C=N/Nc2cccc(C(=O)O)c2)cc1
36	COC(=O)C1=C(C)N(Cc2ccco2)C(=O)N[C@@H]1c1ccccc1
37	COc1cc(NC(=O)COc2ccccc2)c(OC)cc1NC(C)=O
38	CNC[C@@H](C)NC[C@@H](Cc1ccccc1)NCCc1ccccc1
39	O=C(Cc1ccc(Cl)cc1)Nc1ccc(S(=O)(=O)Nc2cnc3ccccc3n2)cc1
40	Cc1ccc(NC(=O)C2COc3ccccc3O2)nc1 (centres undefined)

screen / no.,33,34,35,36,37,38,39,40
FBA Mtb inh,2,0,1,1,1,1,6,-1
BH1578 lux ind,0.5,-0.7,-0.5,-0.2,2.9,i,i,i
GDH-TPI counter,-3,0,37*,2,2,5,9,-3
UGM FP inh,1.0,-0.3,0.7,-3.7,-1.7,3.6,3.1,0.4
Rv3671c inh,4,3,-2,3,10,0,-10,4
DUSP3 inh,14,4,13,0,38,17,1,35
Mtb BioA inh,0.1,-1.4,-2.4,-0.9,0.4,-0.3,·,-0.5
SARS 3CLpro inh,1,5,-1,-3,1,1,3,-2
SSB-PriA inh,8,9,·,6,5,1,-10,-7
MazF activator,0,-2,-3,1,4,2,-18,8

41	CN(C)CCCNC(=O)C(=O)Nc1cc2c3c(c1)CC(=O)N3CCC2
42	COc1ccc(C(O)c2ncc(-c3ccccc3Cl)[nH]2)cc1F (centres undefined)
43	CC(OCc1ccccc1)C(NC(=O)OC(C)(C)C)C(=O)NCC1CCCO1 (centres undefined)
44	COC(=O)N/N=C/c1cn(CCOc2ccccc2OC)c2ccccc12
45	O=C(CN(c1ccccc1)S(=O)(=O)c1ccccc1)N/N=C/c1ccc(OC2CSC2)cc1
46	CSc1nnc(-c2ccc(NC(N)=S)cc2)o1
47	COc1cc(C(=O)NCc2nnc(SCC(=O)NCc3ccccc3)o2)cc(OC)c1OC
48	Cc1ccc(S(=O)(=O)N(C)c2ccc(C(=O)N3CCOCC3)cc2)cc1

screen / no.,41,42,43,44,45,46,47,48
FBA Mtb inh,2,3,2,-1,·,-1,-4,2
BH1578 lux ind,-3.4,-0.8,-0.3,-0.8,·,-0.5,i,-0.4
GDH-TPI counter,3,15,13,6,·,-4,8,1
UGM FP inh,-0.6,·,-1.3,0.0,0.0,-2.3,-0.9,3.5
Rv3671c inh,-1,·,2,12,2,7,5,-1
DUSP3 inh,7,·,13,6,-3,19,0,12
Mtb BioA inh,0.2,1.6,·,1.1,·,·,-1.2,-1.3
SARS 3CLpro inh,-2,·,-3,-2,-2,-4,1,1
SSB-PriA inh,-1,·,-17,·,·,0,-9,5&-7
MazF activator,4,·,-7,9,·,-7,-2,2

49	COc1ccc(CC(=O)NNC(=S)Nc2ccc(Br)cc2)cc1
50	O=C(O)C1C2C=CC(C2)C1C(=O)NCc1ccc(Cl)cc1Cl (centres undefined)
51	CCOC(=O)c1cc([N+](=O)[O-])cc([N+](=O)[O-])c1Sc1ncnc2nc[nH]c12
52	Nc1ccc(N=Nc2ccccc2)cc1[N+](=O)[O-]
53	COc1ccc(C(=O)COC(=O)Cn2cnc3c2c(=O)n(C)c(=O)n3C)c(OC)c1
54	CCOc1ccccc1N(CC(=O)NCCc1ccc(OC)cc1)S(=O)(=O)c1ccc(C)cc1

screen / no.,49,50,51,52,53,54
FBA Mtb inh,3,-2,-1,-13,3,-2
BH1578 lux ind,·,i,i,i,-0.7,i
GDH-TPI counter,-4,4,3,13,-1,3
UGM FP inh,1.3,1.2,·,·,-0.2,·
Rv3671c inh,-6,9,·,·,2,·
DUSP3 inh,6,12,·,·,14,·
Mtb BioA inh,-0.1,-2.5,·,-2.0,-0.6,·
SARS 3CLpro inh,2,0,·,·,-4,·
SSB-PriA inh,3,-2,16,0,-3,·
MazF activator,11,-4,11,13,1,3
